Dyrk1A ADPGlo: blocks rat Dyrk1A kinase activity; Q63470; ADP-Glo luminescence, NFATc1 peptide; inhibition, % at 12.5 µM; hit rate 0.43% among 310,000; AID 504441; in the data active means inhibition above about 50%;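 further: plate controls were vehicle with enzyme for no effect and no enzyme for full effect; many of its hits are not listed in these tables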
ANO1 activ: mouse TMEM16A channel activation, primary screen; hit rate 0.3% among 340,000; B-score at 10 µM; HEK293 TMEM16A/YFP-H148Q/I152L, iodide quench fluorescence; hits give low values; Q8BHY3;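 active means fluorescence-ratio B-score plate-corrected deviation score at least 3 library SD below zero, with starting fluorescence score within 5 deviations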;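 further: channel opened by trigger with iodide after compound preincubation; score built on the fluorescence ratio of max minus min over baseline; more negative score means more quench and so TMEM16A activation or potentiation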
hERG protect: hERG (human) protection from proarrhythmic block; Q12809; CHO-hERG, FluxOR thallium flux, dofetilide IC70 present; activation (rescue from dofetilide block), less the hit threshold, % at 10 µM; hit rate 0.51% among 310,000;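 active means activation above the mean of controls blocked by dofetilide plus 5 SD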;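 further: thallium influx through hERG after potassium depolarization seen as dye fluorescence rise; in these data hits start at about 4.7%; inactives centre near -7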
KCNQ1 pot: potentiators or activators of human KCNQ1 potassium channel; hit rate 0.35% among 310,000; AID 2648; B-score at 10 µM; P51787; CHO-K1 KCNQ1, thallium flux FluxOR fluorescence; hits give high values;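 active means fluorescence ratio B-score, a plate-corrected score, at least three library SD, with initial intensity B-score within 5 SD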
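Schedule – 37 °C overnight plating, 90-min dark dye load, 20-min compound pretreatment · System – stable KCNQ1 CHO-K1 line · Probe or stimulus – thallium- and potassium-containing depolarizing buffer · Measured by – kinetic FluxOR fluorescence, 10 s baseline plus 110 s post-stimulus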
KCNK3 inh: human KCNK3 channel inhibition, primary screen; CHO-KCNK3 thallium flux, FluxOR fluorescence; hits give low values; B-score at 10 µM; hit rate 0.84% among 340,000; O14649;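 active means B-score under library mean minus 4 SD, starting fluorescence ratio at most library mean plus 5 SD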;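 further: more negative B-score means stronger inhibition of thallium flux through KCNK3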
Target sequence (O14649 whole entry, looked up): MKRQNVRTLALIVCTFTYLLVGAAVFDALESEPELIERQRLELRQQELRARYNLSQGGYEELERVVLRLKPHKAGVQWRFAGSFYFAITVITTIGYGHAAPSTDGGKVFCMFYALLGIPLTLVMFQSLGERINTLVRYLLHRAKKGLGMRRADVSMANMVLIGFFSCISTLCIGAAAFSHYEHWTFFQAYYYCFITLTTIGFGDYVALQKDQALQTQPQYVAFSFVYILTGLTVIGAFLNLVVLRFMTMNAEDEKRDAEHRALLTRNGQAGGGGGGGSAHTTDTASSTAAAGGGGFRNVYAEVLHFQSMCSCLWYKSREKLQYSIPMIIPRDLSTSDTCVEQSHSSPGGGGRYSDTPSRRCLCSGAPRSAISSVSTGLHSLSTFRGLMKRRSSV
TRPC4 PAM: allosterically enhances the mouse TRPC4 cation channel; B-score at 10 µM; hit rate 0.42% among 310,000; HEK293 TRPC4beta/mu-opioid, DAMGO EC20, Fluo-4 Ca2+ flux; hits give high values; AID 2227;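 active means B-score of calcium response area above 5 SD of library B-scores, with initial fluorescence ratio within 5 SD of library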;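 further: B-score of integrated fluorescence ratio over time as area under calcium response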
HDAC3 inh: blocks human histone deacetylase 3; AID 2718; hit rate 0.15% among 320,000; recombinant HDAC3, fluorogenic peptide/trypsin coupled, fluorescence; inhibition, % at 8.3 µM; in the data active means inhibition above about 26%, passing the limit was not always enough; inconclusive means no clear call, values can overlap the other calls
Target sequence (O15379 whole entry, looked up): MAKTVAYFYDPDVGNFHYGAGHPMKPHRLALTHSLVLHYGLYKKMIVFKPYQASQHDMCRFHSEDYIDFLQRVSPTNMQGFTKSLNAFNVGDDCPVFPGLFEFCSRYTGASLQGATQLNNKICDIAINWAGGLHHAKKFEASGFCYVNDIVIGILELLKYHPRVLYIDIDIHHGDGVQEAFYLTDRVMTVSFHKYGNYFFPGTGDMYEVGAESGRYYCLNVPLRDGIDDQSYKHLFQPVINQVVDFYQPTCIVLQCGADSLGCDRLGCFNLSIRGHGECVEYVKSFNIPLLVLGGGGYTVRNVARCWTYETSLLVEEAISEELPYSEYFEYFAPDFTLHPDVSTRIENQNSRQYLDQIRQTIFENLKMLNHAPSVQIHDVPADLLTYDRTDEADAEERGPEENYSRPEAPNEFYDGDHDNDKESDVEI
TMEM16A inh: mouse TMEM16A channel inhibition, primary screen | HEK293 TMEM16A/YFP iodide influx fluorescence, ionomycin | normalized B-score (activity score, 25-100; higher = stronger inhibition) at 10 µM | AID 588511 | Q8BHY3 | hit rate 1.2% among 310,000;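 active means ratio plate-corrected score three or more library SD toward inhibition, starting fluorescence score within five deviations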;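 further: score derived from kinetic fluorescence span divided by baseline fluorescence per well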
KCNQ1 block: blocks the human KCNQ1 potassium channel; P51787; CHO-K1 KCNQ1, FluxOR thallium flux fluorescence; hits give high values; B-score at 10 µM; hit rate 1.3% among 310,000; AID 2642;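 active means compounds whose thallium flux B-score, printed positive for inhibition, exceeds three library SD while starting fluorescence stays within three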;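 further: channel opened by potassium depolarization with thallium stimulus after 20 min compound exposure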
KCNK9 block: blocks the human KCNK9 two-pore domain potassium channel; Q9NPC2; HEK293 KCNK9, FluxOR thallium flux fluorescence; hits give low values; B-score at 10 µM; hit rate 1.2% among 310,000; AID 488922;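 active means ratio B-score over 3 SD below the library mean, with starting fluorescence within 5 SD of its mean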;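 further: negative B-score means less thallium flux so channel inhibition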
TRPC4 act: activators of mouse TRPC4 channel; Q9QUQ5; HEK293 TRPC4beta/mu-opioid, Fluo4 calcium fluorescence; hits give high values; B-score at 10 µM; hit rate 0.49% among 310,000;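 active means B-score above 5 SD of library B-scores, and initial fluorescence ratio not above library mean plus 5 SD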;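 further: positive B-score marks a calcium rise read as TRPC4 activation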
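System: HEK293 cells stably co-expressing mouse TRPC4beta and mu-opioid receptor; Schedule: Fluo4 dye loading 45 min at room temperature, 110 s recording; Detection: Fluo4 fluorescence, kinetic; Evaluation: B-scored integrated calcium fluorescence ratio; Controls: buffer (low) and maximal DAMGO (high).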
Active calls of the source: *; i = inactive; ? = inconclusive; / = not tested or not shown. Only part of the results is shown; count on the stated rates, not on these rows.

mol,Dyrk1A ADPGlo,ANO1 activ,hERG protect,KCNQ1 pot,KCNK3 inh,TRPC4 PAM,HDAC3 inh,TMEM16A inh,KCNQ1 block,KCNK9 block,TRPC4 act
COc1cc(/C=N\Nc2nncn2N)ccc1OC(C)=O,22,i,-3,i,i,i,4,i,i,i,i
O=C(CN1CCN(c2ccccc2)CC1)N1CCc2[nH]c3ccccc3c2C1,5,i,/,/,i,/,0,i,/,/,/
CN(c1cccc(NC(=O)Nc2ccc(Cl)cc2)c1)S(C)(=O)=O,9,i,-18,i,i,i,1,i,10*,i,i
CCCc1cc(-c2nc(N)ncc2-c2csc(C)n2)c(O)cc1OC,5,i,-12,i,i,i,9,i,i,i,i
CC(C)C(=O)Nc1cccc(NC(=O)c2ccc([N+](=O)[O-])cc2Cl)c1,-2,i,-5,i,i,i,0,i,i,i,i
CCN(CC)C(=O)CSc1nnc(-c2cnccn2)n1-c1ccccc1,-5,i,-7,i,i,i,1,i,i,i,i
O=C1CSc2ccc(S(=O)(=O)NCc3ccccc3Cl)cc2N1,-5,i,-9,i,i,i,3,i,i,i,i
COc1ccccc1-c1noc(CSc2nc(C)cc(=O)[nH]2)n1,1,i,-3,i,i,i,?,i,i,i,i
CCOC(=O)N1CCN(C(=O)/C(=C/c2ccc(OC)c(OC)c2)NC(=O)c2ccccc2)CC1,-5,i,-4,i,i,i,-1,i,i,i,i
Cc1ccccc1NS(=O)(=O)c1ccc2c(c1)NC(=O)CCS2,4,i,-8,i,i,i,5,i,i,i,i
O=C(Nc1ccccc1F)Nc1ccccc1OC(F)F,-5,i,-8,i,i,i,1,i,i,i,i
Cc1ccc(S(=O)(=O)CCC(=O)OCC(=O)Nc2cc(S(=O)(=O)N3CCOCC3)ccc2C)cc1,10,i,-12,i,i,i,-1,i,i,i,i
CCc1nc(-c2ccccc2O)n(-c2ccccc2)n1,1,i,-8,i,i,i,-5,i,i,i,i
COc1ccc(C2(c3ccc(OC)cc3)NC(=O)N(CC(=O)Nc3ccc(OC(F)F)cc3)C2=O)cc1,2,i,-2,i,i,i,-4,i,9*,i,i
Cc1ccc(/C(O)=C2\C(=O)C(=O)N(C)C2c2ccccc2[N+](=O)[O-])cc1 (centres undefined),-5,i,-1,i,i,i,-7,i,i,i,i
Cc1cc(OCCCC(=O)NCCc2ccccn2)ccc1Cl,1,i,-3,i,i,i,5,i,i,i,i
CC1=CCC2C(=O)N(c3ccc(N4CCOCC4)cc3)C(=O)C2C1 (centres undefined),-3,i,-4,i,i,i,4,i,i,i,i
COc1ccc(-c2csc(=Nc3ccccc3)n2CCO)cc1,4,i,-20,i,i,i,1,100*,i,i,i
Cc1ccc(C)c(C(=O)COC(=O)C(C)N2C(=O)C3C4CCC(C4)C3C2=O)c1 (centres undefined),0,i,-11,i,i,i,2,i,i,i,i
CCOC(=O)CNS(=O)(=O)c1ccc(S(=O)(=O)N2CCCC2)cc1,-9,i,1,i,i,i,1,i,i,i,i
O=C(CS(=O)(=O)c1cn(Cc2ccc(Cl)cc2)c2ccccc12)N1CCCC1,-3,i,-8,i,i,i,-3,i,i,i,i
CCOc1cc(CNc2cccc3ccccc23)cc(Br)c1OCC(=O)NC(C)(C)C,-1,i,3,i,i,i,-1,i,i,i,i
COc1ccc(C(=O)c2c(C)c(CCC#N)n3ccccc23)c(OC)c1,7,i,-6,i,i,i,6,i,i,i,i
S=C(NCC1CCCO1)Nc1ccc(Cl)cc1 (centres undefined),-2,i,-12,i,i,i,-2,i,i,i,i
CCCCCCCCC(=O)N/N=C(\C)c1ccco1,-1,i,-4,i,i,i,4,i,i,i,i
COc1cccc(NC(=S)NC(C)c2ccc(OC)c(OC)c2)c1 (centres undefined),-7,i,3,i,i,i,-1,i,i,i,i
Clc1ccc(/C=N/N2CCN(Cc3ccccc3)CC2)cc1,/,i,-4,i,i,i,-4,i,i,i,i
Cc1ccc2[nH]c3c(N4CCc5ccccc5C4)ncnc3c2c1,-1,i,-20,i,i,i,6,25*,i,i,76*
COc1ccc(CNC(=O)Nc2ccc(C)cc2)cc1,1,i,-4,i,i,i,3,i,i,i,i
N#CCC1c2ccccc2CCN1C(=O)Nc1ccc(Cl)cc1 (centres undefined),1,i,-14,i,i,i,4,i,i,i,i
COc1cc(OC)cc(C(C(=O)NCc2ccccc2)N(Cc2ccco2)C(=O)c2ccno2)c1 (centres undefined),2,i,-10,i,i,i,12,i,i,i,i
COc1ccccc1N/C(=N/S(=O)(=O)c1ccc(C)cc1)c1ccccc1,2,i,-13,i,i,i,8,i,i,i,i
O=C1/C(=C\c2cccc(O)c2O)SC(=S)N1Cc1ccccc1,3,i,0,i,i,i,1,i,i,i,i
O=C(CN1C(=O)C2C3C=CC(C3)C2C1=O)NCc1ccco1 (centres undefined),-13,i,-3,i,i,i,-7,i,i,i,i
Cc1cccn2c(=O)c(/C=C(\C#N)C(=O)NCc3ccccc3)c(N3CCC(C(N)=O)CC3)nc12,-3,i,-11,i,i,i,-3,i,i,i,i
CC(=O)Nc1sc(N/N=C/c2ccc(N(C)C)cc2)nc1-c1ccc(C)cc1,/,i,-6,i,i,i,/,/,i,i,i
COc1ccccc1CNC(=O)C1=C(C)C(=O)OC12CCC(C)CC2 (centres undefined),8,i,-5,i,i,i,2,i,i,i,i
Cc1ccc(Cl)cc1NC(=O)CCCN1C(=O)c2cccnc2C1=O,1,i,-8,i,i,i,-12,i,i,i,i
CCOCCCn1c(=N)c(C(=O)NCCN2CCOCC2)cc2c(=O)n3cccc(C)c3nc21,-3,i,/,/,i,/,-167,i,/,/,/
CSCC[C@H](NC(=O)C1CCN(S(=O)(=O)c2ccc(C)cc2)CC1)C(=O)NC1CCS(=O)(=O)C1 (some centres undefined),-3,i,-5,i,i,i,-6,i,i,i,i
O=C1c2ccccc2NC(c2ccc(-c3cccc([N+](=O)[O-])c3)o2)N1O (centres undefined),5,i,-7,i,i,i,8,i,i,i,i
COc1ccccc1C1C(C(=O)c2cc3ccccc3o2)=C(O)C(=O)N1CCN1CCOCC1 (centres undefined),-20,i,-7,i,i,i,3,i,i,i,i
O=C(Nc1ccc(F)cc1F)c1cccn1-c1ncc(C(F)(F)F)cc1Cl,-1,i,-9,i,i,i,3,i,i,i,i
N#Cc1ccc(/C=N/NC(=O)c2ccccc2F)cc1,-4,i,-9,i,i,i,2,i,i,i,i
Cc1nc2ccc(NC(=S)NC3CC3)cc2nc1C,0,i,-3,i,i,i,-1,i,i,i,i
O=C(CNC(=S)N(Cc1ccc(F)cc1)C1CCCCC1)NCC1CCCO1 (centres undefined),/,i,-11,i,i,i,8,i,i,i,i
Cc1cc(C)n2cc(CSc3nnnn3-c3ccccc3)nc2n1,-8,i,-4,i,i,i,-5,i,i,i,i
O=C(Nc1nnc(SCc2ccc(F)cc2)s1)c1cccnc1Cl,3,i,-5,i,i,i,3,i,i,i,i
O=C(CSc1ccccc1)N1CCN(c2ccccn2)CC1,-4,i,-4,i,i,i,-3,i,i,i,i
CCOc1ccccc1N1CCN(CC(=O)Nc2nc(C)c(C(=O)N(C)C)s2)CC1,3,i,-5,i,i,i,0,i,i,i,i

Next part.
mol,Dyrk1A ADPGlo,ANO1 activ,hERG protect,KCNQ1 pot,KCNK3 inh,TRPC4 PAM,HDAC3 inh,TMEM16A inh,KCNQ1 block,KCNK9 block,TRPC4 act
COc1ccc2c(c1)CC(C(=O)Nc1ccc(Cl)cc1)/C(=N/O)O2 (centres undefined),0,i,-5,i,i,i,-4,i,i,i,i
CC1CCc2nn(CC(=O)NCCCN3CCCC3=O)cc2C1 (centres undefined),0,i,-9,i,i,i,1,i,i,i,i
COc1ccc(Cn2c(=O)[nH]c3cc(C(=O)NC4CCN(Cc5ccccc5)CC4)ccc32)cc1,1,i,-13,i,i,i,4,i,i,i,i
Cc1cc(C)nc(N/N=C/c2ccccc2)n1,-1,i,-8,i,i,i,12,i,i,i,i
Cc1nc(SCC(=O)Nc2cccc(C(=O)O)c2)n[nH]1,-4,i,-7,i,i,i,8,i,i,i,i
Cc1ccc(S(=O)(=O)N(Cc2n[nH]c(=S)n2-c2ccccc2)c2ccccc2)cc1,1,i,-15,i,i,i,7,i,i,i,i
CCc1nc2cccnc2n1-c1ccc(C(=O)O)cc1,5,i,-8,i,i,i,-6,i,i,i,i
Cc1cc(N/N=C\c2ccc(Br)cc2)nc(-n2nc(C)cc2C)n1,-2,i,-8,i,i,i,-10,i,i,i,i
Cc1occc1-c1nnc(SCc2nnc(-c3ccc(Cl)cc3)o2)n1C,-5,i,-5,i,i,i,1,i,i,i,i
CCn1c(SCC(=O)c2cccs2)nnc1-c1cccs1,3,i,2,i,i,i,3,i,i,i,i
Cc1c(Br)cc(C(=O)O)c(C)c1C,-1,i,-3,i,i,i,0,i,i,i,i
O=C(C1=C[C@H](c2csc3ccccc23)C[C@H](OCc2ccc(CO)cc2)O1)N1CCOCC1,1,i,-8,i,i,i,1,i,i,i,i
COC(=O)C(C)Oc1ccc2cc(-c3ccccc3)c(=O)oc2c1 (centres undefined),6,i,-2,i,i,i,-24,i,i,i,i
CCSc1nnc(NC(=O)C(Cc2ccccc2)n2cccc2)s1 (centres undefined),4,i,-16,i,i,i,1,i,i,i,i
COc1cccc2cc(C(=O)C3=C(O)C(=O)N(CCN4CCOCC4)C3c3ccc(Cl)cc3)oc12 (centres undefined),-2,i,-9,i,i,i,1,i,i,i,i
COC(=O)c1cc(-c2cccc([N+](=O)[O-])c2)c2c(=O)[nH]c(=O)n(C)c2n1,3,i,-2,i,i,i,12,i,i,i,i

A run of entries of the results above:
mol,Dyrk1A ADPGlo,ANO1 activ,hERG protect,KCNQ1 pot,KCNK3 inh,TRPC4 PAM,HDAC3 inh,TMEM16A inh,KCNQ1 block,KCNK9 block,TRPC4 act
Cc1occc1-c1nnc(SCc2nnc(-c3ccc(Cl)cc3)o2)n1C,-5,i,-5,i,i,i,1,i,i,i,i
CCn1c(SCC(=O)c2cccs2)nnc1-c1cccs1,3,i,2,i,i,i,3,i,i,i,i
